OTUD3 block: inhibitors of human OTUD3 deubiquitinase; OTU domain-containing protein 3 (Homo sapiens), Q5T2D3; purified OTUD3, Ub-rhodamine fluorescence, 2 h; inhibition, % at 25 µM; 47,000 tested, 0.7% active; AID 1645858, 2021
UCHL1 inh: inhibitors of human UCHL1 deubiquitinase; Ubiquitin carboxyl-terminal hydrolase isozyme L1 (Homo sapiens), P09936; purified UCHL1, Ub-rhodamine cleavage fluorescence; inhibition, % at 20 µM; 47,000 tested, 0.2% active; AID 1645859, 2021
USP10 block: inhibitors of human USP10 deubiquitinase; Ubiquitin carboxyl-terminal hydrolase 10 (Homo sapiens), Q14694; purified USP10, Ub-rhodamine fluorescence, 60 min; inhibition, % at 20 µM; 47,000 tested, 1.1% active
USP30 inh: inhibitors of human USP30 deubiquitinase; Ubiquitin carboxyl-terminal hydrolase 30 (Homo sapiens), Q70CQ3; purified USP30, Ub-rhodamine cleavage fluorescence; inhibition, % at 25 µM; 47,000 tested, 5.3% active
Target sequence (Q70CQ3 whole entry, looked up): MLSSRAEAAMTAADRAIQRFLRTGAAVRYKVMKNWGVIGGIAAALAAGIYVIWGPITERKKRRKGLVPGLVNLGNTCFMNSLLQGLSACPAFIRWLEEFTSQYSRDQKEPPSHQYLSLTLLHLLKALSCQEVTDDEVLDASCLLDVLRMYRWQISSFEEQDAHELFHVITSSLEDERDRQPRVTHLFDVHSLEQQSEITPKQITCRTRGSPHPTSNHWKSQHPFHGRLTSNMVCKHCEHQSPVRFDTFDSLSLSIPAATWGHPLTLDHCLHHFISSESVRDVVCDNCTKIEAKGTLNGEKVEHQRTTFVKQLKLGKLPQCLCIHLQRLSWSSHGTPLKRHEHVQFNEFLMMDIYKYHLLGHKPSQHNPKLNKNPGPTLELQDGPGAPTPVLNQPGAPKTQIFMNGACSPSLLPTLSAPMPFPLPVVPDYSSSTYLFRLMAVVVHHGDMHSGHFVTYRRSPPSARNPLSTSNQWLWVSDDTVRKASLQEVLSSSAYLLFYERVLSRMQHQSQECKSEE
USP17 block: inhibitors of human USP17 deubiquitinase; Ubiquitin carboxyl-terminal hydrolase 17-like protein 5 (Homo sapiens), A8MUK1; purified USP17, Ub-rhodamine cleavage fluorescence, 3 h; inhibition, % at 50 µM; 47,000 tested, 6.5% active; AID 1645855, 2021
Target sequence (A8MUK1 whole entry, looked up): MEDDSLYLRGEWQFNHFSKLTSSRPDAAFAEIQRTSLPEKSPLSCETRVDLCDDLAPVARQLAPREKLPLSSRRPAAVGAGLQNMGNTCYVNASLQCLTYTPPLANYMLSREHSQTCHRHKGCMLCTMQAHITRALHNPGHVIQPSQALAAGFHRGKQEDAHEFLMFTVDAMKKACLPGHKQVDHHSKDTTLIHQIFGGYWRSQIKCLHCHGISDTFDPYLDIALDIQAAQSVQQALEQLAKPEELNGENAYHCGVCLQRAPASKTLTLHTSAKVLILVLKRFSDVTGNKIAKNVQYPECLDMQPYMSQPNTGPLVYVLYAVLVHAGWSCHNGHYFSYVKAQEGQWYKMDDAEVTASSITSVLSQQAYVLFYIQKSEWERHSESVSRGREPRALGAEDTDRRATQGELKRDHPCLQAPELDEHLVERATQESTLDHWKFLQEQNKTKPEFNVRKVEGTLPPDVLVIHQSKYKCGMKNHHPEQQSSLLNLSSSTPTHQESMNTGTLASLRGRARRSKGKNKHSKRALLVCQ
USP28 inh: inhibitors of human USP28 deubiquitinase. purified USP28, Ub-rhodamine cleavage fluorescence, 30 min. inhibition, % at 25 µM. 47,000 tested, 3% active. AID 1645857, 2021
USP8 block: inhibitors of human USP8 deubiquitinase; purified USP8, Ub-rhodamine cleavage fluorescence, 30 min; Ubiquitin carboxyl-terminal hydrolase 8 (Homo sapiens), P40818; inhibition, % at 20 µM; 47,000 tested, 4.2% active; AID 1645853, 2021
USP7 inh: inhibitors of human USP7 deubiquitinase; purified USP7, Ub-rhodamine cleavage fluorescence; AID 1645854, 2021; inhibition, % at 20 µM; 47,000 tested, 0.3% active; Ubiquitin carboxyl-terminal hydrolase 7 (Homo sapiens), Q93009
* = called active by the depositor; . = no result given. No stated cut-off is given here; in the data, active means inhibition above about 30%; inactive means the rest. This is a random part of the collection; any-hit rate near 13%.

SMILES	OTUD3 block	UCHL1 inh	USP10 block	USP30 inh	USP17 block	USP28 inh	USP8 block	USP7 inh
CCn1c(=O)n(CC)c2cc([C@@H]3OC(C)(C)C4CC3[C@H](C)[C@@H](O)C4)ccc21 (stereo partly specified)	5	3	-2	4	4	5	-7	3
O=C1COc2ccccc2C(=O)N1Cc1ccccc1F	11	-1	1	13	10	22	15	-38
O=c1ccc(S(=O)(=O)N2CCCC2)cn1Cc1ccc(F)cc1	-4	1	1	-2	-3	-10	5	-5
CCOc1ccc(-c2nnc(NC(=O)C3CCN(S(=O)(=O)c4ccccc4)CC3)o2)cc1	-19	1	16	-74	-17	-10	-220	6
CS(=O)(=O)N1CC(C(=O)Nc2ccccc2F)Oc2ccccc21 (stereo unspecified)	-1	-2	1	-6	-2	-5	-2	-1
CC(NC(=O)c1cccc(C(N)=O)c1)c1cc2ccccc2o1 (stereo unspecified)	-1	-1	-2	14	-3	0	1	1
Cn1cc2nc(SCC(=O)Nc3ccc(Cl)cc3F)n(CC3CC3)c(=O)c2n1	-4	-1	1	-21	18	-2	32*	-14
COc1ccccc1C1CNCCN1C(=O)c1cccc2ncccc12 (stereo unspecified)	-27	-11	-6	-113	-52	-59	-27	-6
CNC(=O)c1cnn2c(C3CCCN(Cc4cccnc4)C3)ccnc12 (stereo unspecified)	8	0	1	12	0	5	11	6
Cc1ccc2cc(CCNC(=O)c3cccc(Br)c3)c(=O)[nH]c2c1	-7	-1	9	-1	67*	-11	-4	-1
Cc1ccc(S(=O)(=O)N2CCC3(CC2)OC(C(=O)NCC(C)C)Cn2ccnc23)cc1 (stereo unspecified)	-4	1	0	7	-11	-2	0	1
COc1ccc(NC(=O)Cn2cc(C(=O)c3ccc(F)cc3)c(=O)c3cc(C)ccc32)cc1OC	-9	9	21	-1	25	-14	55*	13
Cc1cccc(NC(=O)Cn2cccc(S(=O)(=O)N3CCC(C)CC3)c2=O)c1	-36	-12	-13	-95	-34	-45	2	-29
COCCNc1nc(C2CCCNC2)cc2cc(OC)ccc12 (stereo unspecified)	2	2	2	-3	-19	-13	-74	-2
CCCCc1nc2sc3c(NCCCO)ncnc3c2c2c1COC(C)(C)C2	-1	-1	0	0	46*	-7	-3	-4
Nc1ncc(-c2ccccc2)c(C2CCCCN2C(=O)c2ccncc2)n1 (stereo unspecified)	-1	-1	-2	-4	-6	-5	-4	-6
Cn1ncc2c1CCCN(C(=O)Cc1cccc(F)c1)C2	4	1	-1	9	12	1	12	6
CNc1cc(C)nc(C2CN(C(=O)c3ccn[nH]3)CCO2)c1 (stereo unspecified)	-4	-1	0	-6	-1	-6	5	0
CCCCn1c(=O)[nH]c2c(C(=O)N(C)Cc3ccccc3)snc2c1=O	7	3	3	9	0	5	1	-1
Cc1ccc(S(=O)(=O)Nc2ccc(C)n(CC(=O)N3CCCC3)c2=O)cc1	-3	-7	-3	-6	-11	-13	-24	-3
O=C(c1ccc(-c2ccccc2)cc1)N1CCC2(CC1)NCCc1[nH]cnc12	-46	-3	-6	-196	-20	-51	24	-4
COc1ccc(CC(=O)N2CCC3(CC2)N=C(c2ccc(C)cc2)C(=O)N3)cc1OC	0	-1	1	-2	2	-2	-2	2
Cc1ccc(S(=O)(=O)N(C)c2ccc(OCC(=O)Nc3ccc(N4CCN(C)CC4)cc3C)cc2)cc1	-20	-2	-5	3	-2	5	-19	5
Cc1ccc(NC(=O)Cc2nnc3c(-c4nc(C5CC5)no4)cccn23)cc1F	7	31*	54*	-21	10	-9	93*	53*
Cc1cccc(NC(=O)C2(C)Oc3cccnc3N(C)C2=O)c1 (stereo unspecified)	-5	-2	0	2	-7	0	-12	-1
Continuation.
SMILES	OTUD3 block	UCHL1 inh	USP10 block	USP30 inh	USP17 block	USP28 inh	USP8 block	USP7 inh
O=C1CNC(=O)N1CC(O)Cn1c2ccc(Br)cc2c2cc(Br)ccc21 (stereo unspecified)	3	0	-3	7	40*	-1	8	0
Cc1ccc(CNC(=O)C2CCN(c3nc4nc[nH]c(=O)c4s3)CC2)cc1C	12	2	3	12	7	4	15	3
N#Cc1cc(C(=O)c2ccc(Cl)cc2)c[nH]1	3	-2	-3	29	51*	28	-6	-136
Cc1noc(-c2nn(C)c3c2CN(C(=O)C2(c4ccccc4)CC2)CC3)n1	6	1	0	5	1	-1	1	2
Cc1cc(N2CCCC2)n2nc(CN3CCN(C)CC3)nc2n1	-4	0	1	-4	-4	-7	-4	4
COc1ccc(NC(=O)Cn2cc(C(=O)c3ccccc3)c(=O)c3cc4c(cc32)OCCO4)cc1	-8	2	11	-33	-20	-23	10	1
CC(=O)Nc1ccc(NC(=O)c2ccc(N3C(=O)N4CCc5c([nH]c6ccccc56)[C@@]4(C)C3=O)cc2)cc1	-20	-6	-8	-59	0	31*	0	-8
COC(=O)CCCn1c(-c2ccccc2)cn2c3c(=O)n(C)c(=O)n(C)c3nc12	6	1	0	1	-14	1	-141	-5
CCOc1ccccc1C1C2=C(CC(C)(C)CC2=O)Nc2ccccc2N1C(=O)c1ccccc1 (stereo unspecified)	11	4	4	20	8	18	3	-5
O=C(Oc1ccc2c(=O)c(Oc3ccccc3Br)coc2c1)c1ccc(F)cc1	-6	-3	-1	-35	-9	-11	1	2
O=C(Nc1ccc(Cl)cc1)C(=O)c1cn(CC(=O)N2CCCCC2)c2ccccc12	9	-1	30	15	4	5	3	2
O=C(Nc1cccc(Cl)c1)c1nc(-n2cnnc2)ccc1Cl	-6	1	2	8	0	-7	-137	-10
CCN1CCN(c2cc(C)nc3nc(CN4CCCCC4C)nn23)CC1 (stereo unspecified)	-1	2	2	-4	-7	0	-14	1
Cc1cc(N2CCOCC2)n2nc(C(F)(F)F)c(-c3ccc(Cl)cc3)c2n1	-7	-1	0	0	-6	-9	0	0
N#Cc1ccc(C(=O)Oc2ccc3c(C(F)(F)F)cc(=O)oc3c2)cc1	-6	-136	-9	-2	-11	0	-53	-116
CC(=O)N1CCCC(Cc2cnc(-c3ncc(C)[nH]3)cn2)C1 (stereo unspecified)	3	-1	0	8	2	4	-5	4
O=C(c1nnn(-c2ccccc2)n1)N1CCN(C2CCCCC2)CC1	15	2	2	13	2	11	3	1
CC(C)c1ccc(C2(C)NC(=O)N(Cc3csc(-c4ccccc4)n3)C2=O)cc1 (stereo unspecified)	-9	-3	-2	-106	-12	-11	-8	-2
Cc1nnc2ccc(-c3noc(COc4ccc(Cl)cc4)n3)cn12	-14	-1	-5	-66	-8	0	-5	-7
CN1c2ccccc2CN(S(C)(=O)=O)CC1Cc1ccccc1 (stereo unspecified)	-4	-1	-4	-5	-2	-3	-1	-2
COc1ccc(CNC(=O)CCc2ccc3nc(NC(=O)C(C)C)sc3c2)cc1	0	3	5	33*	11	0	-28	0
CC(Sc1nnc(-c2cccc(S(=O)(=O)N3CCOCC3)c2)n1C1CCCC1)C(=O)N1CCc2ccccc21 (stereo unspecified)	-4	2	-3	-15	0	-4	0	-5
COC(=O)c1sccc1OCC(=O)c1sc(-c2ccccc2)nc1C	13	3	8	12	4	8	13	6
CC(C)Cc1nc2sc3c(SCC(=O)N4CCC(C)CC4)ncnc3c2c2c1COC(C)(C)C2	0	-2	4	-5	11	-3	7	3
CC(=O)N1CC2(CCN(C(=O)c3ccncc3)CC2)Nc2ccccc21	-11	0	1	1	-3	-12	-53	-1

Shown bar-delimited: part of the list above.
canonical_smiles | OTUD3 block | UCHL1 inh | USP10 block | USP30 inh | USP17 block | USP28 inh | USP8 block | USP7 inh
CNc1cc(C)nc(C2CN(C(=O)c3ccn[nH]3)CCO2)c1 (stereo unspecified) | -4 | -1 | 0 | -6 | -1 | -6 | 5 | 0
CCCCn1c(=O)[nH]c2c(C(=O)N(C)Cc3ccccc3)snc2c1=O | 7 | 3 | 3 | 9 | 0 | 5 | 1 | -1
Cc1ccc(S(=O)(=O)Nc2ccc(C)n(CC(=O)N3CCCC3)c2=O)cc1 | -3 | -7 | -3 | -6 | -11 | -13 | -24 | -3
O=C(c1ccc(-c2ccccc2)cc1)N1CCC2(CC1)NCCc1[nH]cnc12 | -46 | -3 | -6 | -196 | -20 | -51 | 24 | -4
COc1ccc(CC(=O)N2CCC3(CC2)N=C(c2ccc(C)cc2)C(=O)N3)cc1OC | 0 | -1 | 1 | -2 | 2 | -2 | -2 | 2

Some of these compounds in order of molar mass, high to low.
SMILES	OTUD3 block	UCHL1 inh	USP10 block	USP30 inh	USP17 block	USP28 inh	USP8 block	USP7 inh
O=C1CNC(=O)N1CC(O)Cn1c2ccc(Br)cc2c2cc(Br)ccc21 (stereo unspecified)	3	0	-3	7	40*	-1	8	0
Cc1noc(-c2nn(C)c3c2CN(C(=O)C2(c4ccccc4)CC2)CC3)n1	6	1	0	5	1	-1	1	2
Cc1cc(N2CCCC2)n2nc(CN3CCN(C)CC3)nc2n1	-4	0	1	-4	-4	-7	-4	4

(further entries)
SMILES	OTUD3 block	UCHL1 inh	USP10 block	USP30 inh	USP17 block	USP28 inh	USP8 block	USP7 inh
CC(=O)Nc1onc(C)c1-c1ccc(C)c(S(=O)(=O)N2CCC(C)CC2)c1	-6	0	0	-16	-15	-3	-5	-11
COc1cccc(NC(=O)c2ccc(=O)n(Cc3ccc(F)cc3)c2)c1	7	6	3	14	1	12	10	-13
CC(C)CN1C[C@@H]2C(=O)N(C)C3(CCN(C(=O)c4ccccc4)CC3)[C@@H]2C1	-3	1	1	-25	-23	-13	-8	-6
COCCCn1c(C(=O)N2CCC(C)CC2)cc2c(=O)n3cccc(C)c3nc21	0	-2	-1	7	1	0	12	-8
CN1CCN(C(=O)CN2CCC3(CCC2=O)NC(=O)c2ccccc2O3)CC1 (stereo unspecified)	0	-3	2	11	4	0	4	-1
O=C(Nc1ccc(F)cc1)N1Cc2cccn2-c2ccccc21	6	4	-2	-3	0	16	8	-1
O=S1(=O)N=CNc2ccc(S(=O)(=O)N3CCCCC3)cc21	2	-2	0	1	4	-1	1	3
COCCCn1c(C(=O)NC2CCS(=O)(=O)C2)cc2c(=O)n3cccc(C)c3nc21 (stereo unspecified)	3	2	-6	-12	-3	0	4	3
CC(C)Nc1ncnc2c1CN(C1CCCNCC1)C(=O)CN2C (stereo unspecified)	-7	-1	-1	0	-34	-14	0	.
Cc1nn2c(CNS(=O)(=O)c3ccc(C)c(C)c3)c(C)nc2s1	-1	-1	1	-11	-1	-7	-11	1
COC1CCC(C(=O)N2CCCN(c3cc(-c4cc5ccccc5s4)ncn3)CC2)CC1 (stereo unspecified)	-8	4	-2	-13	-15	-13	-10	0
Cc1ccc(S(=O)(=O)NC2CCN(C(=O)CN3C(=O)COc4ccccc43)CC2)cc1	-8	-3	3	-24	-8	-10	0	0
Cc1ccc(OCC(=O)Nc2ccc(NC(=O)c3cccc(Cl)c3)cc2)cc1C	12	-2	4	7	4	14	-32	8
O=C(CC1CCN(C(=O)Nc2ccc(F)cc2F)CC1)N1CCCC1	1	2	1	4	9	5	9	7
O=C1CN(Cc2cccc(F)c2)S(=O)(=O)c2ccccc2N1Cc1ccccc1F	11	3	12	31*	6	6	3	13
Cc1ccc(S(=O)(=O)NCc2nc(C(=O)N3CCCC3)c(C)o2)cc1C	-4	-3	0	3	2	0	0	0
Cc1ccc(-c2cc(=O)[nH]c(NCc3ccccc3)n2)cc1	-2	2	5	-1	-6	0	2	3
COCc1cc(=O)n(Cc2cccc(F)c2)c(N2CCCC2)n1	6	6	1	-1	3	4	6	.
COc1ccc(-c2csc(-c3cc4c([nH]c3=O)CC(c3ccco3)CC4=O)n2)cc1 (stereo unspecified)	3	-36	-6	-188	21	-23	-16	-34
CS(=O)(=O)NC1CCCN(c2cc(N3CCCC3)ncn2)C1 (stereo unspecified)	12	0	0	6	-5	8	-20	3
CCn1c(=O)[nH]c2c(C(N)=O)nc(-c3ccccn3)nc21	-1	-1	-4	-8	.	-3	-197	2
Cc1ccc(S(=O)(=O)N2CCN=C2N2CCN(C)CC2)c(C)c1	-11	-3	-2	-11	-11	-9	-15	-3
Cc1nn(CC(=O)NC(C)c2ccccc2)c(C)c1S(=O)(=O)N(C)C (stereo unspecified)	-3	-1	2	-2	-1	-14	0	0
CCN(CC)C(=O)C1CCN(S(=O)(=O)c2ccc3c(c2)CCCC3)CC1	-4	0	0	0	-5	-7	-2	-5
O=C(c1ccc2n[nH]nc2c1)N1CCN(S(=O)(=O)c2ccc3c(c2)OCCCO3)CC1	3	0	-2	-7	8	10	7	4
CCCN1CCN(C(=O)c2[nH]nc3c2CCc2ccccc2-3)CC1	6	0	-1	12	8	15	19	2
O=C(COc1ccc2c(=O)c(-c3ccc(Cl)cc3)c(C(F)(F)F)oc2c1)N1CCCCC1	-3	4	-1	-8	-1	-2	-25	-51
Cc1ccc(-c2nc(-c3ccncc3)n[nH]2)c([N+](=O)[O-])c1	-11	2	2	-16	-2	-12	-70	3

Screening data: PubChem, Dana-Farber Cancer Institute and Novartis Institutes for BioMedical Research (Cambridge, Mass)
